inhibitors of VEEV: inhibitors of VEEV TC-83 cytopathic effect, confirmation, Vero cells (AID 588727). Vero cells, VEEV TC-83 cytopathic effect inhibition; higher % means a stronger effect. 0.13% of 350,000 active. inhibition, % at 20 µM; hits with a dose series show IC50 in µM; in the data active means a potency from the dose series; inconclusive means inhibition mostly from about 14% at the one dose, without a potency; inactive means the rest, 99 in 100 with inhibition below about 12%; further: strong numbers were not always called active
H37Rv inhibition: M. tuberculosis growth inhibition, HTS (AID 449762); M. tuberculosis H37Rv growth inhibition, 7H9 media; higher % means a stronger effect; inhibition, % at 25 µM; hits with a dose series show IC50 in µM; 0.59% of 330,000 active; in the data active means a potency from the dose series; inconclusive means inhibition above about 70% without an active follow-up result;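 further: bacterial growth assessed after seven days of incubation; strong numbers were not always called active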
Salmonella PhoP GFP: PhoP regulon inhibitors, Salmonella typhi PhoP promoter GFP reporter, confirmatory (AID 1850) | Salmonella Typhi PhoP-promoter GFP reporter, fluorescence, 4 h; higher % means a stronger effect | one-dose inhibition, % at 50 µM; IC50 in µM for titrated hits | 0.33% of 310,000 active; in the data active means a potency from the dose series; inconclusive means inhibition mostly from about 25% at the one dose, without a potency; inactive means the rest, 99 in 100 with inhibition below about 19%;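 further: 0% = induced wells with vehicle and 100% = uninduced wells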
M. tuberculosis: growth inhibition of non-replicating M. tuberculosis (AID 488890) | Mycobacterium tuberculosis non-replicating, growth inhibition; higher % means a stronger effect | one-dose inhibition, % at 25 µM; IC50 in µM for titrated hits | 0.39% of 320,000 active; in the data active means a potency from the dose series; inconclusive means inhibition mostly from about 82% at the one dose, without a potency; inactive means the rest, 99 in 100 with inhibition below about 76%;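 further: plate controls were DMSO cells for no effect and high antibiotic wells for full effect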
influenza NS1A: H1N1 influenza NS1A inhibitors, functional cell based assay (AID 504329); 0.3% of 340,000 active; one-dose inhibition, % at 12.5 µM; IC50 in µM for titrated hits; NS1A functional cell-based assay, percent inhibition; higher % means a stronger effect; in the data active means a potency from the dose series; inconclusive means inhibition above about 27% without an active follow-up result; further: strong numbers were not always called active
inhibitors of VEEV 10K pilot screen: further read-out of inhibitors of VEEV, marked with its call; inhibition, %; measured here: 10K pilot screen inhibition
* hit, by the source's call; i = inactive; ? = inconclusive; . = not tested or not shown.

SMILES | inhibitors of VEEV | H37Rv inhibition | Salmonella PhoP GFP | M. tuberculosis | influenza NS1A | others
COc1ccccc1NC(=O)c1ccccc1S(=O)(=O)c1ccc([N+](=O)[O-])cc1 | 3.2% | -2% | -7% | 1% | -8%
COc1ccc(CNC(=O)CN(C)Cc2ccccc2F)cc1OC | 0.8% | -7% | 3% | -6% | 0%
COc1ccc(-c2noc(N3CCC(C(=O)NCc4ccc(F)cc4)CC3)n2)cc1 | 0.7% | -4% | -6% | -15% | -2% | inhibitors of VEEV 10K pilot screen=0.0
COc1ccc(C(=O)CCN2CCN(c3ccccc3OC)CC2)cc1 | 7.6% | 6% | 16% | ? | 10%
O=C(OCC(=O)N1CCc2ccccc21)c1ccc([N+](=O)[O-])cc1 | 1.3% | 8% | . | i | -2%
C=CCn1c(Oc2cc(C)ccc2C)nc2c1c(=O)n(C)c(=O)n2C | 0.9% | -7% | 2% | 25% | -2%
O=C(Nc1cnc2sccn2c1=O)c1ccc(Cl)cc1Cl | 3.3% | -5% | -6% | -6% | -7%
CCOC(=O)c1ccc[n+](CC(=O)c2ccc(NC(=O)c3ccccc3)cc2)c1 | i | -4% | 3% | -6% | 0%
C/C(=N\NC(=O)CNc1ccccc1)c1ccccc1 | 2.4% | 3% | 5% | 8% | 3%
CC1CC(C)(C)CC2(C1)NC(=O)N(CC(=O)N1CCN(S(=O)(=O)c3cccc(Cl)c3Cl)CC1)C2=O (stereo not drawn) | 1.7% | . | . | . | -17%
CCOC(=O)CSc1nnc(Cc2ccccc2)n1Cc1ccco1 | 4.1% | -6% | -4% | 13% | 1%
COc1ccc(-c2csc(NC(C)c3nc4cc(Cl)c(Cl)cc4n3CCOCCO)n2)cc1 (stereo not drawn) | 1.3% | -4% | 10% | 41% | -1%
CCOC(=O)[C@@H]1[C@H]2COc3ccccc3[C@@H]2N2C(=O)N(c3cccc(F)c3)C(=O)[C@@]12C | i | 8% | . | 4% | -3%
Cc1c(/C=N\NC(=O)C2COc3ccccc3O2)c2ccccc2n1C (stereo not drawn) | 13% | 1% | -5% | 70% | 8%
COc1ccc2c(c1)c(C(=O)CN1CCC(C(N)=O)CC1)c(C)n2C | 0.2% | -2% | -4% | 3% | 1%
COc1ccccc1N1CCN(C(=O)/C=C/c2ccc(C)cc2)CC1 | 0.2% | -2% | -4% | -4% | 6%
COc1ccc(OC)c(CNC(=O)CCS(=O)(=O)c2ccc3c(c2)oc(=O)n3C)c1 | 3.1% | 1% | 2% | 30% | -1%
CCCCCc1nnc(NC(=O)NS(=O)(=O)c2ccc(C)cc2)s1 | i | -7% | -3% | -2% | 12%
CC(C)(C)C(=O)/C=C1\NC(=O)CS1 | 0.2% | 9% | -16% | 1% | -4%
CCN(CC)C(=O)[C@H]1C[C@H](CC(=O)NCC23CC4CC(CC(C4)C2)C3)C(=O)N2CCc3c([nH]c4cc(-c5ccco5)ccc34)[C@]12C | 6.4% | . | . | . | 2%

A draw from above in order of SMILES length, descending.
SMILES | inhibitors of VEEV | H37Rv inhibition | Salmonella PhoP GFP | M. tuberculosis | influenza NS1A | others
COc1ccc(OC)c(CNC(=O)CCS(=O)(=O)c2ccc3c(c2)oc(=O)n3C)c1 | 3.1% | 1% | 2% | 30% | -1%
CCCCCc1nnc(NC(=O)NS(=O)(=O)c2ccc(C)cc2)s1 | i | -7% | -3% | -2% | 12%
CCOC(=O)CSc1nnc(Cc2ccccc2)n1Cc1ccco1 | 4.1% | -6% | -4% | 13% | 1%

The list goes on.
SMILES | inhibitors of VEEV | H37Rv inhibition | Salmonella PhoP GFP | M. tuberculosis | influenza NS1A | others
Cc1ccc(S(=O)(=O)N2CCC(N3CCC(C)CC3)CC2)cc1 | 0.3% | -1% | 18% | -5% | -1%
O=C(NCCCN1CCCC1)c1ccc2c(c1)N(Cc1ccccc1)CCS2 | i | -1% | 2% | 32% | 10%
CC[C@]12c3[nH]c4cc(-c5ccco5)ccc4c3CCN1C(=O)[C@@H](CC(=O)NCc1ccco1)C[C@@H]2C(=O)N1CCN(C(=O)C2CC2)CC1 | i | . | . | . | -4%
CCN1C(=O)/C(=C\c2nc3ccccc3c(=O)n2-c2ccccc2)c2ccccc21 | 9.3% | -4% | 0% | -19% | -9%
CCC(CC)NC(=O)CSc1ccc(S(=O)(=O)N2CCOCC2)cn1 | 1.4% | 0% | . | 9% | -4%
COc1ccccc1CNC(=O)CCNS(=O)(=O)c1cccc2nsnc12 | 0.7% | 0% | -7% | 5% | 2%
O=C1NC2NC(=O)N([N+](=O)[O-])C2N1 (stereo not drawn) | 12% | -6% | 4% | 0% | .
COc1cc(-c2nnc(NC(=O)C3=COCCO3)o2)cc(OC)c1OC | 3.4% | 19% | 7% | -2% | -3%
CSc1nnc([C@H](C)NC(=O)OC(C)(C)C)o1 | i | -4% | 1% | -11% | -3%
Cc1cc(OCC(=O)N2CCCN(C)CC2)ccc1Cl | 1.7% | -4% | -3% | -11% | -2%
CCN(CC)CCCN(C(=O)Cn1nnc(-c2ccc(OC)c(OC)c2)n1)C(C(=O)NC(C)(C)C)c1ccc(F)cc1 (stereo not drawn) | i | 7% | 8% | 4% | 8%
Cc1c(CCC(=O)NC2CC2)c(=O)oc2c(C)c(O)ccc12 | 0.9% | -13% | 1% | -6% | 0%
O=C(CSc1nc2ccccc2o1)Nc1nncs1 | 0.2% | 53% | -28% | 80% | 2%
[N-]=[N+]=N[C@@H](CCN1CC[C@H](NC(=O)OCc2ccccc2)CCC1=O)c1ccccc1 | i | -8% | 4% | 37% | 6% | inhibitors of VEEV 10K pilot screen=0.3
O=S(=O)(NCCSc1ccccc1)c1cccs1 | i | 3% | -5% | 0% | -3%
COc1ccc(C(CNc2ccc(S(=O)(=O)N3CCN(C)CC3)cc2[N+](=O)[O-])N(C)C)cc1 (stereo not drawn) | 0.5% | . | . | . | 5%
O=C(O)CCC(=O)Nc1cc(C(F)(F)F)cc(C(F)(F)F)c1 | 2.6% | 1% | -5% | -3% | 15%
COc1ccccc1CC(=O)Nc1ccc2[nH]ncc2c1 | 0.9% | -5% | -6% | 6% | 19%
C=CCn1c(SCC(=O)Nc2ccc(O)cc2)nc2sc(CC)cc2c1=O | 8.3% | -1% | 10% | -10% | 9%
CCN(C(=O)COC(=O)/C=C/c1ccccc1)C1CCCCC1 | 0.5% | -5% | 9% | 20% | -9%
COc1cc(-c2nc3c(c(C)nn3-c3ccccc3)c3cc(OC)c(OC)cc23)ccc1O | 9.0% | -3% | -6% | -12% | -8%
C/C(=C\c1cccc(Cl)c1)C(=O)c1c(C)cc(C)[nH]c1=O | 0.2% | 3% | -8% | -2% | -2%
CC(NC(=O)[C@H](NC(=O)[C@@H]1Cc2ccccc2CN1)c1ccccc1)c1ccccc1 (stereo partly drawn) | 0.1% | -2% | 12% | 5% | -2%
Cc1ccc(CNC(=O)NC23CC4CC(CC(C4)C2)C3)cc1 | 0.8% | 7% | -3% | -10% | 0%
COc1ccccc1NC(=O)CN(c1ccccc1F)S(C)(=O)=O | 6.8% | 2% | 4% | 10% | -2%
COc1ccc(NC(=O)C(C)SCc2ccccc2)cc1OC (stereo not drawn) | 1.0% | 4% | -28% | -4% | -1%
CCOC(=O)c1oc2ccccc2c1COC(=O)CNC(=O)c1ccccc1 | 2.3% | 11% | -1% | 3% | -4%
COc1ccc(-n2c(=S)[nH]c3cc(C(=O)NCc4ccccc4OC)ccc3c2=O)c(OC)c1 | 1.6% | 1% | 1% | 4% | 6%
COc1cc(C2C3=C(CC(C)(C)CC3=O)N(C)C3=C2C(=O)CC(C)(C)C3)cc(Br)c1O | i | -2% | 18% | 37% | 16%
O=C(O)CCN1C(=O)/C(=C2\C(=O)N(Cc3ccccc3Cl)c3ccccc32)SC1=S | 0.2% | 12% | 11% | -2% | 25%
COc1cccc(NC(=O)c2ccc(NC(=O)C(C)C)cc2)c1 | 3.4% | 0% | -3% | 1% | -2%
Clc1cccc(CN2CCCCC2c2cccnc2)c1 (stereo not drawn) | 1.1% | 0% | 10% | 16% | 5%
Cc1cc(Cl)ccc1OCC(=O)OCC(=O)NC1CCCC1 | 2.5% | -6% | . | 21% | -12%
Cc1ccc(N2CCN(C(=O)c3ccccc3NC(=O)/C=C\C(=O)O)CC2)cc1 | 0.6% | -12% | -4% | 0% | 2%
CCC(C)Nc1nc2c(C)cccn2c(=O)c1C=Nc1ccc(OC)cc1 (stereo not drawn) | 1.0% | 92% | 3% | 28% | -6%
CC(=NCCN1CCN(C(C)=C2C(=O)c3ccccc3C2=O)CC1)C1=C(O)CC(C)(C)CC1=O | 0.5% | 8% | -2% | -5% | -6%
CN(C)C(=O)/C=C\c1cn(-c2ccccc2)nc1-c1ccc2c(c1)OCCO2 | 8.9% | 1% | -7% | 21% | 4%
CCOCCCNC(=O)/C(C#N)=C/c1ccc([N+](=O)[O-])o1 | i | ? | -23% | ? | -1%
O=C(Nc1cccc(F)c1)OC(CN1CCCCC1)C(F)(F)F (stereo not drawn) | 4.6% | -1% | 6% | 8% | -14%
O=C(CSc1nncc2ccccc12)N1CCCCC1 | 1.7% | -10% | 4% | 0% | -2%

Molecules above that contain a tert-butyl group, in the order listed:
SMILES | inhibitors of VEEV | H37Rv inhibition | Salmonella PhoP GFP | M. tuberculosis | influenza NS1A | others
CC(C)(C)C(=O)/C=C1\NC(=O)CS1 | 0.2% | 9% | -16% | 1% | -4%
CSc1nnc([C@H](C)NC(=O)OC(C)(C)C)o1 | i | -4% | 1% | -11% | -3%
CCN(CC)CCCN(C(=O)Cn1nnc(-c2ccc(OC)c(OC)c2)n1)C(C(=O)NC(C)(C)C)c1ccc(F)cc1 (stereo not drawn) | i | 7% | 8% | 4% | 8%

Pulled by compound from the list above, two records:
SMILES | inhibitors of VEEV | H37Rv inhibition | Salmonella PhoP GFP | M. tuberculosis | influenza NS1A | others
Cc1ccc(N2CCN(C(=O)c3ccccc3NC(=O)/C=C\C(=O)O)CC2)cc1 | 0.6% | -12% | -4% | 0% | 2%
COc1ccc(NC(=O)C(C)SCc2ccccc2)cc1OC (stereo not drawn) | 1.0% | 4% | -28% | -4% | -1%

Continuation:
SMILES | inhibitors of VEEV | H37Rv inhibition | Salmonella PhoP GFP | M. tuberculosis | influenza NS1A | others
CN(Cc1cnc2nc(N)nc(N)c2n1)c1ccc(C(=O)NC(CCC(=O)O)C(=O)O)c2ccccc12 (stereo not drawn) | 6.7% | . | . | . | -13%
O=C(O)c1cccc(NC(=O)N2C[C@H]3C[C@@H](C2)c2cccc(=O)n2C3)c1 | 1.1% | -7% | 2% | -14% | -8%
CC(=O)N1N=C(c2ccccc2)CC1c1cccs1 (stereo not drawn) | 0.7% | 4% | 5% | 61% | 16%
Cc1cc(NC(=O)NC2CCCN2S(=O)(=O)c2ccc(Cl)cc2)no1 (stereo not drawn) | 0.3% | 1% | -1% | 1% | -7%
Cc1noc2ncnc(SCc3ccc(C(F)(F)F)cc3)c12 | 7.0% | 18% | 8% | 77% | -7%
COc1ccc(N2CC(C(=O)Nc3ccc4c(c3)OCCO4)CC2=O)cc1 (stereo not drawn) | i | -5% | -1% | 8% | 11%
COc1ccc(-c2noc(CN3C(=O)c4ccccc4C3=O)n2)cc1 | i | -1% | 20% | 8% | -6%
Cc1cc(NC(=O)CCN2C(=O)/C(=C/c3ccccc3F)SC2=S)no1 | . | 4% | -2% | 30% | .
O=C(O)c1ccc(Nc2cnc3ccccc3n2)cc1 | 0.3% | 7% | -10% | 19% | -4%
CCOC(=O)c1cnc2ccc(Br)cc2c1NCCO | 0.2% | -2% | -8% | -3% | -7%
Cn1c(=O)c2ccccc2n(CC(=O)NC2CCCC2)c1=O | 0.3% | 3% | 10% | -2% | -1%
CC1CCCN(C(=O)COc2ccc(-c3ccccc3)cc2)C1 (stereo not drawn) | i | 0% | -5% | 25% | 0%
O=C(Nc1ccc2c(c1)OCO2)c1cc(-c2ccccc2Cl)on1 | 1.4% | 8% | 9% | 15% | -6%
